DUSP3 inh: VHR1 phosphatase inhibitors, primary screen, biochemical, colorimetric, HTS | recombinant VHR phosphatase, colorimetric substrate read-out | inhibition, % at 20 µM | 0.7% of 50,000 active; in the data active = inhibition above about 60%; note: some results filed as inactive read as strong as hits
Target sequence (P51452 whole entry, looked up): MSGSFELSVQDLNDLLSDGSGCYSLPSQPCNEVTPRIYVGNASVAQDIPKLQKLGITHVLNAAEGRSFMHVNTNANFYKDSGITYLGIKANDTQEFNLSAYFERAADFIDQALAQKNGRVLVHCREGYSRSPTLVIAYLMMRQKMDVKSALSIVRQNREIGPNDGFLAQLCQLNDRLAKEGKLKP
An asterisk follows results filed as active. An excerpt. The share of hits here may be higher or lower than overall.

No. | molecule | DUSP3 inh
1 | CCOc1c(Br)cc(/C=C2/C(=O)NN(c3ccccc3)C2=O)cc1OC | 37
2 | CCCCCCCN(C(=S)Nc1ccc(F)cc1)C1CC(=O)N(c2ccc(OCCC)cc2)C1=O (centres undefined) | -4
3 | COc1cc(C2C(C(=O)OCCOc3ccccc3)=C(C)NC3=C2C(=O)CCC3)ccc1OC(C)=O (centres undefined) | -12
4 | CCc1ccc(OCCCCCn2ccnc2)cc1 | -9
5 | CCc1ccc(C2C(C(=O)OC3CCCC3)=C(C)NC3=C2C(=O)CCC3)cc1 (centres undefined) | -14
6 | C=CCNC(=O)CN(c1cc(Cl)cc(Cl)c1)S(C)(=O)=O | -11
7 | COc1cc2c(cc1NC(=O)C/C(C)=N/NC(=O)c1ccoc1C)oc1ccccc12 | -18
8 | COc1ccccc1N1CCN(/N=C\c2cc(Br)c(O)c(OC)c2)CC1 | -8

No. | molecule | DUSP3 inh
9 | CCOc1cc(C=O)ccc1OC(C)C | -22
10 | O=C(Nc1ccc2ccccc2c1)c1cccc(NC(=O)c2cccs2)c1 | -9
11 | COc1ccc(NC(=O)N2CCN(c3ccc([N+](=O)[O-])cc3)CC2)cc1 | -4
12 | COc1cc(CN2CCN(C(=O)c3cccc(F)c3)CC2)cc(OC)c1O | -9
13 | Cc1ccc(-n2nc3cc(C)c(NC(=O)c4ccc(Cl)cc4Cl)cc3n2)cc1 | -4
14 | COc1ccc(NC(=O)C(NC(=O)c2ccc(C)cc2)C23CC4CC(CC(C4)C2)C3)cc1 (centres undefined) | -2
15 | O=c1[nH]c2ccccc2c2nc3ccccn3c12 | -4
16 | Cc1ccc(C(=O)N/C(=C/c2cccnc2)c2nc3ccccc3[nH]2)cc1 | 13

No. | molecule | DUSP3 inh
17 | CCCOC(=O)c1cccc(NC(=O)COc2cc(C)cc(C)c2)c1 | -16
18 | COCCCNS(=O)(=O)c1ccc(OC)cc1 | 4
19 | N#C/C(=C\c1ccc(-c2cccc([N+](=O)[O-])c2)o1)C(=O)N1CCOCC1 | 0
20 | COc1ccc(CC(=O)Nc2cccc(NC(=O)Cc3ccc(OC)cc3)c2)cc1 | -3
21 | COc1ccc(Br)cc1/C=N/NC(=O)CSc1nc2ccccc2n1C | 12
22 | C=CCC1(O)CC(c2ccccc2)NC(c2ccccc2)C1C(C)C (centres undefined) | -8
23 | O=C(O)c1ccc2c(c1)C(=O)N(c1ccc(S)cc1)C2=O | 57
24 | COc1cccc(NS(=O)(=O)c2c(C)cc(C)cc2C)c1 | -9

No. | molecule | DUSP3 inh
25 | CCOC(=O)c1sc(Nc2ccccc2)nc1-c1ccc([N+](=O)[O-])cc1 | 23
26 | COc1ccc(C2SCCN2C(=O)c2cc3ccccc3oc2=O)cc1 (centres undefined) | -8
27 | COc1ccc(C(=O)Nc2ccc(F)c([N+](=O)[O-])c2)cc1Br | -5
28 | CCOc1ccc(C(=O)N2CCN(c3cccc(Cl)c3)CC2)cc1 | -2
29 | CC(NC(=O)CCN1C(=O)c2ccccc2C1=O)c1ccccc1 (centres undefined) | 10
30 | O=C(CN1C(=O)c2ccccc2C1=O)Nc1cc(Cl)ccc1C(=O)O | -2
31 | COc1ccc(OC)c(N2C(=O)CC(=O)NC2=O)c1 | 4
32 | NC(=O)CSc1nc2ccccc2n1Cc1ccccc1 | -23

No. | molecule | DUSP3 inh
33 | O=Cc1cn(CCOc2ccccc2F)c2ccccc12 | -16
34 | Cc1cc(N2C(=O)NC(=O)/C(=C\c3ccc(N(C)C)o3)C2=O)ccc1Br | -2
35 | O=C(/C=C/c1ccc(F)cc1)Nc1ccc(N2CCOCC2)cc1 | -20
36 | O=C(Nc1ccc(Cl)cc1)Nc1ccc(S(=O)(=O)N2CCc3ccccc32)cc1 | -4
37 | COc1ccccc1C/C(N)=N/OC(=O)c1ccc(I)cc1 | 4
38 | CSc1nncn1/N=C/c1ccc(Br)cc1 | 14
39 | O=[N+]([O-])c1ccc(N2CCN(S(=O)(=O)c3ccccc3)CC2)c(F)c1 | -7
40 | O=c1[nH]c(=O)n(-c2ccccc2Cl)c(O)c1C=Nc1ccc(Cl)cc1 | -13

An excerpt from above in order of molecular weight, ascending:
No. | molecule | DUSP3 inh
9 | CCOc1cc(C=O)ccc1OC(C)C | -22
15 | O=c1[nH]c2ccccc2c2nc3ccccn3c12 | -4
18 | COCCCNS(=O)(=O)c1ccc(OC)cc1 | 4
31 | COc1ccc(OC)c(N2C(=O)CC(=O)NC2=O)c1 | 4
33 | O=Cc1cn(CCOc2ccccc2F)c2ccccc12 | -16
38 | CSc1nncn1/N=C/c1ccc(Br)cc1 | 14
23 | O=C(O)c1ccc2c(c1)C(=O)N(c1ccc(S)cc1)C2=O | 57
24 | COc1cccc(NS(=O)(=O)c2c(C)cc(C)cc2C)c1 | -9
29 | CC(NC(=O)CCN1C(=O)c2ccccc2C1=O)c1ccccc1 (centres undefined) | 10
35 | O=C(/C=C/c1ccc(F)cc1)Nc1ccc(N2CCOCC2)cc1 | -20
22 | C=CCC1(O)CC(c2ccccc2)NC(c2ccccc2)C1C(C)C (centres undefined) | -8
17 | CCCOC(=O)c1cccc(NC(=O)COc2cc(C)cc(C)c2)c1 | -16
28 | CCOc1ccc(C(=O)N2CCN(c3cccc(Cl)c3)CC2)cc1 | -2
19 | N#C/C(=C\c1ccc(-c2cccc([N+](=O)[O-])c2)o1)C(=O)N1CCOCC1 | 0
16 | Cc1ccc(C(=O)N/C(=C/c2cccnc2)c2nc3ccccc3[nH]2)cc1 | 13
11 | COc1ccc(NC(=O)N2CCN(c3ccc([N+](=O)[O-])cc3)CC2)cc1 | -4
30 | O=C(CN1C(=O)c2ccccc2C1=O)Nc1cc(Cl)ccc1C(=O)O | -2
39 | O=[N+]([O-])c1ccc(N2CCN(S(=O)(=O)c3ccccc3)CC2)c(F)c1 | -7
26 | COc1ccc(C2SCCN2C(=O)c2cc3ccccc3oc2=O)cc1 (centres undefined) | -8
25 | CCOC(=O)c1sc(Nc2ccccc2)nc1-c1ccc([N+](=O)[O-])cc1 | 23
10 | O=C(Nc1ccc2ccccc2c1)c1cccc(NC(=O)c2cccs2)c1 | -9
12 | COc1cc(CN2CCN(C(=O)c3cccc(F)c3)CC2)cc(OC)c1O | -9
40 | O=c1[nH]c(=O)n(-c2ccccc2Cl)c(O)c1C=Nc1ccc(Cl)cc1 | -13
20 | COc1ccc(CC(=O)Nc2cccc(NC(=O)Cc3ccc(OC)cc3)c2)cc1 | -3
37 | COc1ccccc1C/C(N)=N/OC(=O)c1ccc(I)cc1 | 4
13 | Cc1ccc(-n2nc3cc(C)c(NC(=O)c4ccc(Cl)cc4Cl)cc3n2)cc1 | -4
34 | Cc1cc(N2C(=O)NC(=O)/C(=C\c3ccc(N(C)C)o3)C2=O)ccc1Br | -2
36 | O=C(Nc1ccc(Cl)cc1)Nc1ccc(S(=O)(=O)N2CCc3ccccc32)cc1 | -4
21 | COc1ccc(Br)cc1/C=N/NC(=O)CSc1nc2ccccc2n1C | 12

(list continues)
No. | molecule | DUSP3 inh
41 | CCOP(=O)(OCC)C(Nc1ccccc1)c1cc(Cl)cc(Cl)c1OC (centres undefined) | -2
42 | COc1cc(/C=C2\C(=O)NC(=S)N(c3ccc(Cl)cc3)C2=O)ccc1OCc1ccc(C(=O)O)cc1 | 7
43 | Cc1ccc(C)c(NC(=O)c2ccc(OCC(C)C)cc2)c1 | -6
44 | COc1ccc(NC(=S)NC(=O)c2ccc(Br)cc2)cc1 | -41
45 | CCOC(=O)/C=C/C(=O)Nc1nc(-c2ccc3ccccc3c2)cs1 | -6
46 | CC(C)Oc1ccccc1NC(=O)CSCC(=O)Nc1ccccc1 | -2
47 | O=C(c1cccnc1)N1CCCc2ccccc21 | -22
48 | COc1ccc(CCNC(=O)/C=C\c2ccccc2)cc1OC | 4

No. | molecule | DUSP3 inh
49 | C[n+]1cccc(C(=O)NCCOC(=O)c2ccccc2)c1 | -11
50 | COc1cc(/C=N/N=c2\sc3ccccc3n2C)ccc1O | 2
51 | COc1cc(OC)cc(C(=O)N2CCN(C(=O)COc3ccc4ccccc4c3)CC2)c1 | 4
52 | O=C1C(=O)N(CCO)C(c2ccccc2[N+](=O)[O-])/C1=C(\O)c1ccccc1 (centres undefined) | -6
53 | CCC(CC)=NNC(=O)C(=O)NC(C)C | -36
54 | CCOc1ccc(OCC)c(C(=O)O)c1 | -3
55 | COc1ccccc1C(=O)Nc1cc(C)cc(C)c1 | -6
56 | COc1ccccc1NS(=O)(=O)c1ccc(C)cc1C | -6

No. | molecule | DUSP3 inh
57 | COc1cc2nc(-c3ccc4c(c3)C(=O)N(c3ccccc3)C4=O)oc(=O)c2cc1OC | 3
58 | c1ccc2c(-c3csc(N4CCOCC4)n3)cccc2c1 | 12
59 | O=C1CCCCC1C1(O)C(=O)Nc2ccc(Br)cc21 (centres undefined) | -7
60 | CCOC(=O)C1=C(c2ccccc2)N=C2SCC(=O)N2C1c1ccccc1 (centres undefined) | 4
61 | N#CCC(=O)N/N=C/c1ccc(O)cc1O | -6
62 | CCOC(=O)c1ccccc1NC(=O)CN(c1ccc(OCC)cc1)S(=O)(=O)c1ccc(SC)cc1 | -14
63 | COc1ccc(N2C(=O)/C(=C\c3cc(OC)ccc3O)SC2=S)cc1 | -32
64 | CC1=C(C(=O)OCCOc2ccccc2)C(c2ccc(C(C)C)cc2)C2=C(CCCC2=O)N1 (centres undefined) | -7

No. | molecule | DUSP3 inh
65 | COc1cc(/C=C2/SC(=S)N(CCC(=O)Nc3ccc(C(C)=O)cc3)C2=O)cc(OC)c1OC | -3
66 | O=C(Nc1nccs1)C1CC1(c1ccccc1)c1ccccc1 (centres undefined) | -34
67 | COC(=O)C1=C(O)/C(=C/c2ccc(O)cc2)N=C1C | -8
68 | O=C1CC(c2ccc(F)c(Br)c2)c2ccc3ccccc3c2N1 (centres undefined) | -8
69 | CCOC(=O)c1cnn(-c2ccccc2)c1NC(=O)c1ccc(C)cc1 | -28
70 | O=C(NN=C1CCN(Cc2ccccc2)CC1)c1sc2ccccc2c1Cl | -20
71 | O=[N+]([O-])c1ccc(N2CCN(S(=O)(=O)c3ccc4ccccc4c3)CC2)cc1 | -11
72 | O=[N+]([O-])c1ccc(S(=O)(=O)Nc2cccc3ccccc23)cc1 | -22

No. | molecule | DUSP3 inh
73 | Cn1cnnc1SCC(=O)c1ccc(-c2ccccc2)cc1 | -13
74 | O=C(Cn1c(O)c(N=NC(=S)Nc2ccccc2)c2ccccc21)Nc1ccccc1 | -39
75 | COc1ccc(/C=C2\C(=O)NC(=O)N(c3cc(C)cc(C)c3)C2=O)cc1 | -4
76 | Cc1cc(=O)oc2cc3occ(-c4ccccc4)c3cc12 | -6
77 | N/C(Cc1cccc2ccccc12)=N\OC(=O)c1ccco1 | -31
78 | COc1ccccc1NS(=O)(=O)c1ccc(Cl)c([N+](=O)[O-])c1 | 4
79 | CC(C)(C)C1CCc2c(sc(NC(=O)C3CCCCC3C(=O)O)c2C(N)=O)C1 (centres undefined) | -1
80 | COc1ccc(C(=O)Nc2ccc3oc(-c4ccccc4Cl)nc3c2)cc1Br | 1

No. | molecule | DUSP3 inh
81 | CCCC(=O)Nc1ccc(NC(=O)c2ccccc2OC)cc1 | -20
82 | O=C(Cc1csc(-c2ccccc2)n1)Nc1ccc(Br)cc1 | -10
83 | O=C(CN(c1ccc(Cl)c(C(F)(F)F)c1)S(=O)(=O)c1ccccc1)N1CCOCC1 | -13
84 | CCOc1ccc(C2C3(OC(c4ccc(Cl)cc4)C24C(=O)c2ccccc2C4=O)C(=O)c2ccccc2C3=O)cc1 (centres undefined) | -10
85 | CS(=O)(=O)N1CCN(Cc2ccc(Br)cc2)CC1 | 5
86 | Nc1nc(-c2ccc3c(c2)OCO3)cs1 | 20
87 | COCCCNC(=O)CN(c1ccc(OC)cc1OC)S(=O)(=O)c1ccc(C)cc1 | 3
88 | Cc1cc(C)c(C(=O)/C(=C/c2ccco2)c2ccccc2)c(=O)[nH]1 | 8

No. | molecule | DUSP3 inh
89 | COc1ccccc1C(=O)Nc1nc(-c2ccccc2)c(C)s1 | -20
90 | Cc1ccc(/C(N)=N/OC(=O)COc2ccccc2C)cc1 | -6
91 | CCOC(=O)C1=C(c2ccccc2)N=c2s/c(=C\c3ccc(O)c(OC)c3)c(=O)n2C1c1ccc(OC)cc1 (centres undefined) | -21
92 | O=C(c1ccccc1C(F)(F)F)N1CCOCC1 | -13
93 | CN(C)CCNc1ncnc2c1cnn2-c1ccccc1 | -76
94 | CCCC(=O)Nc1ccc(NC(=O)COc2ccc(Cl)cc2Cl)cc1 | -9
95 | COc1cc(/C=C2/SC(=S)N(C)C2=O)ccc1OC(=O)c1ccco1 | 1
96 | CC1CN(C)C(C)CC1NCc1ccccc1 (centres undefined) | -34

No. | molecule | DUSP3 inh
97 | Nn1nnnc1Nc1cccc2ccccc12 | -16
98 | CCOP(=O)(OCC)C(NC(=O)c1ccc(Cl)cc1)C(Cl)(Cl)Cl (centres undefined) | -10
99 | Cc1ccc(OCC(=O)Nc2ccc(-c3nc4ncccc4o3)cc2)c(C)c1 | -1
100 | CCNC(=O)/C(C#N)=C/c1ccc(O)c(OCC)c1 | 6
101 | O=[N+]([O-])c1ccc(Oc2ccc(S(=O)(=O)N3CCN(c4ccccc4)CC3)cc2)cc1 | 16
102 | COc1ccc(C(=O)CSc2nc(C)cc(C)n2)cc1 | 10
103 | COc1cccc(NC(=O)C(=O)N/N=C/c2ccccc2OC)c1 | -15
104 | O=C(Nc1cccc(C(=O)c2ccccc2)c1)c1ccc(Cl)cc1 | -11

No. | molecule | DUSP3 inh
105 | Cc1ccc(C(=O)Nc2ccccc2C(=O)NCCCC(=O)O)cc1 | -12
106 | O=C(CN1C(=O)C2(OCCO2)c2ccccc21)c1ccccc1 | -9
107 | CC(=O)Nc1ccc(S(=O)(=O)Nn2cnnc2)cc1 | -6
108 | Fc1ccc(C2=NN(c3ccccc3)C(c3ccco3)C2)cc1 (centres undefined) | -41
109 | COc1ccccc1C/C(N)=N/OC(=O)c1ccco1 | 96*
110 | CN=C(C)c1c(O)n(C)c(=O)n(C)c1=O | -5
111 | COc1ccccc1/C=C(\C)C(=O)c1c(C)cc(C)[nH]c1=O | 4
112 | COc1ccccc1NC(=O)C(=O)NCC(C)C | -14

High-throughput results: PubChem BioAssay, Sanford-Burnham Center for Chemical Genomics
